Bioassay records as filed in PubChem.
DDE Tn7 FP inh – inhibitors of Tn7 peptide binding to fibrin DD(E), primary screen, biochemical, fluorescence polarization, human fibrin, Tn7 probe. FP displacement of FITC-Tn7 peptide from fibrin DD(E); 0% = median of compound wells per plate. inhibition, % at 8.3 µM. Fibrinogen beta chain (Homo sapiens), P02675. hit rate 0.13% among 370,000. AID 720508, 2013;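 active = inhibition above the mean of compounds falling within the control limits plus 3 SD of them, cut at about 14% in these data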;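 note: 0% = plate median of compound wells and 100% = 10 µM Aha-Tn7 peptide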
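Assay system: human fibrin DD(E). Input: DD(E) 2 µM final. Medium: Tris buffer with calcium and detergent, pH 7.8. Compound dosing: single point at 8.3 µM. Timing: 10 min plus 3 h, room temperature. Technique: fluorescence polarization of the labelled Tn7 tracer. Read-out: percent inhibition. Replicates: singlicate testing.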
PLCg1 inh – PLC-gamma1 enzyme inhibitors, primary screen, biochemical, fluorescence, purified enzyme; inhibition, % at 12.2 µM; fluorogenic substrate; hit rate 0.84% among 370,000; 1-phosphatidylinositol 4,5-bisphosphate phosphodiesterase gamma-1 (Homo sapiens), P19174; in the data active = inhibition above about 9.5%
ADAM10 inh – human ADAM10 inhibitors, primary screen, biochemical, QFRET, HTS. recombinant ADAM10, EDANS/DABCYL FRET peptide cleavage, 3 h. inhibition, % at 7 µM. hit rate 0.62% among 370,000. AID 720582, 2013;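 active = inhibition above a per-campaign cutoff equal to the mean of compounds falling between control-based bounds plus 3 SD, cut at about 20% in these data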;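 note: 0% = DMSO wells while the 100% control is not disclosed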
ADAM17 inh – ADAM17 inhibitors, primary screen, biochemical, QFRET. hit rate 0.83% among 370,000. Disintegrin and metalloproteinase domain-containing protein 17 (Homo sapiens), P78536. inhibition, % at 6.95 µM. recombinant ADAM17, EDANS/DABCYL FRET peptide cleavage;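 active = inhibition above the mean of compounds lying between control limits plus 3 SD, set per campaign, cut at about 8.5% in these data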;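 note: 0% = DMSO-only wells as the low control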
TDP2 inh – human TDP2 enzyme inhibitors, primary screen, biochemical, epi absorbance, recombinant enzyme; Tyrosyl-DNA phosphodiesterase 2 (Homo sapiens), O95551; T5PNP hydrolysis, p-nitrophenol absorbance 415 nm; inhibition, % at 12.8 µM; hit rate 0.34% among 370,000; AID 720702, 2013;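 active = inhibition above the mean of all tested compounds plus 3 SD, set per campaign, cut at about 25% in these data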;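 note: 0% = DMSO with enzyme and 100% = buffer with substrate but no TDP2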
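Assay system: Recombinant human TDP2 | Quantity: 120 nM TDP2 per well | Incubation: 2 h at 37 °C | Signal: Epi absorbance | Evaluation: Percent inhibition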
proKLK7 act – proKLK7 zymogen activators, primary screen, biochemical, fluorescence intensity | Kallikrein-7 (Homo sapiens), P49862 | activation, % at 7 µM | AID 652039, 2013 | purified proKLK7, EDANS-DABCYL substrate fluorescence; 100% is mature enzyme control, 0% vehicle | hit rate 0.9% among 370,000;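 active = activation above the mean of all tested compounds plus 3 SD, computed per campaign excluding outliers beyond control limits, cut at about 13% in these data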
ARFGAP1 inh – inhibitors of rat ARFGAP1 GAP activity, primary screen, biochemical, fluorescence polarization, GDP tracer. Arfgap1-stimulated ARF1 GTP hydrolysis, GDP FP detection. inhibition, % at 16.5 µM. hit rate 0.26% among 360,000. AID 651572, 2012;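 active = inhibition above a per-plate limit, mean inhibition of low control wells plus 3 SD, cut at about 25% in these data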;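 note: 0% = DMSO wells with enzyme and 100% = wells lacking Arfgap1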
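Material: rat Arfgap1 GAP domain (His6, aa 1-136), purified enzyme. Also added: human ARF1(Δ1-17)-GTP substrate. Compound dosing: 16.5 µM single point, 1.26% DMSO. Timing: enzyme reaction 120 min at 25 °C after 20 min preincubation. Signal: GDP detection by fluorescence polarization. Read-out basis: percent inhibition of GAP-stimulated GDP formation, scaled between DMSO and no-Arfgap1 medians.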
LEDGF integ inh – blockers of LEDGF/p75-dependent integrase strand transfer – biochemical, TR-FRET, high throughput, primary screen; AID 743269, 2014; TR-FRET IN-LEDGF/p75 DNA integration, Eu/Cy5; hit rate 0.64% among 370,000; HIV-1 integrase (with human LEDGF/p75); inhibition, % at 3.7 µM;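 active = inhibition above the screen-wide mean plus 3 SD, cut at about 13% in these data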;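 note: signal is the Cy5 over europium emission ratio at 671 and 618 nm; 0% = plate median of compound wells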
DDE Tn6 FP inh – inhibitors of Tn6 peptide binding to fibrin DD(E), primary screen, biochemical, fluorescence polarization, human fibrin, Tn6 probe; Fibrinogen beta chain (Homo sapiens), P02675; Fibrin DD(E) TRITC-Tn6 fluorescence polarization displacement; inhibition, % at 8.3 µM; hit rate 0.21% among 370,000;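 active = inhibition above a per-campaign cutoff: mean of compounds within control limits plus 3 SD, cut at about 15% in these data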;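 note: 0% = median of all compound wells on the plate and 100% = blocking peptide control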
ASAP1 inh – inhibitors of human ASAP1 ArfGAP activity, primary screen, biochemical, fluorescence polarization. Arf-GAP with SH3 domain, ANK repeat and PH domain-containing protein 1 (Homo sapiens), …. ASAP1-stimulated ARF1 GTP hydrolysis, GDP FP detection. inhibition, % at 16.5 µM. hit rate 0.19% among 360,000; in the data active = inhibition above about 25%;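 note: 0% = vehicle with enzyme and substrate and 100% = no enzyme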
An asterisk follows results filed as active.

DDE Tn7 FP inh	PLCg1 inh	smiles	ADAM10 inh	ADAM17 inh	TDP2 inh	proKLK7 act	ARFGAP1 inh	LEDGF integ inh	DDE Tn6 FP inh	ASAP1 inh
5	-2	Cc1ccc(NC(=O)c2sc3ncn(CC(=O)N4CCN(c5ccccn5)CC4)c(=O)c3c2C)cc1F	10	1	-5	-0.3	-6	-3	7	3
-7	2	CSC(=S)NN=C(C)c1cccc(C)n1	-7	-4	3	0.1	5	1	-3	-9
-5	0	Cc1cc(C)cc(OC(=O)N2CCOCC2)c1	4	-6	-4	-0.6	5	-4	-7	-3
3	-1	O=C(C1=C[C@H](C2CC2)C[C@H](OCCCCO)O1)N1CCOCC1	-2	-6	3	-0.5	-4	0	-1	-2
0	-1	O=C(CCc1c[nH]c2ccccc12)NCCc1ccc(Cl)cc1	2	2	-8	-0.6	13	1	1	-11
7	2	CCOc1ccc(S(=O)(=O)NCCC(=O)Nc2ccncc2)cc1	-2	-8	7	-0.2	1	0	0	-2
1	1	CCC(CC)C(=O)NCc1cccnc1	5	-5	-11	-0.5	20	-1	-3	16
-3	0	CCCCNC(=O)C(NC(=O)c1ccc(C)cc1)C(=O)c1ccccc1 (configuration not stated)	0	-2	-5	0.6	-2	0	-4	-1
-3	0	CC(C)(CO)NCc1ccc(Br)cc1	-6	-3	1	0.0	-3	2	-3	2
7	-3	CC(=O)NS(=O)(=O)c1ccc(NC(=S)NC(=O)CC(C)C)cc1	2	-3	8	0.0	6	-1	9	10
1	6	COc1ccc(NC(=O)CCCC(=O)c2ccccc2)c(OC)c1	1	-13	-16	1.1	7	-3	-5	5
-4	1	Cc1ccc(N=Nc2c(N)nn3c(N)c(C#N)c(C)nc23)cc1	6	-1	10	-0.1	-6	-1	-3	3
4	2	CC1Cc2[nH]c(=S)[nH]c(=O)c2C(c2ccc(C(C)C)cc2)O1 (configuration not stated)	1	-4	2	-1.3	3	-1	9	-11
-7	3	C=C(C)CNC(=S)NNC(=O)c1ccncc1	-6	-6	-7	0.0	-4	-1	0	7
7	-26	COc1ccccc1-c1cc(C(F)(F)F)nc(S(=O)(=O)CCCC(=O)NCc2ccc(F)cc2)n1	-42	-15	3	-9.1	1	0	3	6
-7	9	Cc1cc(C)c(NC(=S)N(C)C)c(C)c1	2	1	-15	-0.3	-7	-1	6	3
-6	-2	O=C1/C(=C/c2cccs2)NC(=S)N1C1CC1	-6	2	-9	0.0	0	-1	-2	-7
-2	2	COc1cccc(C(N)=O)c1	-7	0	3	-0.1	1	1	-1	2
-3	-1	Cc1ccc(NC(=O)COC(=O)CCOc2ccccc2C)cc1	4	0	4	0.3	9	6	3	2
-3	-22	CC(=O)c1ccc(S(=O)(=O)N2CCN(c3nc(-c4cccnc4)nc4ccccc34)CC2)cc1	-19	-3	5	-0.5	2	-3	4	2
2	3	O=C(CSc1nnc2c(n1)[nH]c1ccc(F)cc12)NC1CC1	-3	0	-8	0.4	8	5	-5	13
6	-38	COc1ccc(OC)c(-c2cc(C(=O)NCc3cccs3)no2)c1	-31	-11	0	-41	3	-1	-2	8
-7	-82	Cc1c(CC(=O)O)c(=O)oc2cc3occ(-c4ccccc4)c3cc12	-36	-17	10	1.8	-1	2	10	6
5	-31	CCOC(=O)CCCSc1nc(-c2ccc3c(c2)OCO3)cc(C(F)(F)F)c1C#N	-14	-5	-10	1.6	-5	1	0	-1
4	2	Cc1cc(C(=O)NCc2ccc(S(N)(=O)=O)cc2)ccc1[N+](=O)[O-]	3	3	-2	-0.6	7	-1	-1	3
1	4	CNC(=S)NNc1nc(N2CCOCC2)nc(N2CCOCC2)n1	-2	7	-4	1.0	10	-6	-6	5
7	-1	Cn1cnnc1-c1cccc(NS(=O)(=O)c2ccc(N3CCCC3=O)cc2)c1	-1	-4	-1	-0.8	0	-2	8	3
-3	0	COc1ccc(N2c3ccccc3CN(Cc3ccccc3)[C@@H](C)[C@H]2Cc2cccnc2)cc1	-2	8	-6	0.6	-3	0	-1	2
10	0	COc1cc(S(=O)(=O)N2CCCN(C)CC2)ccc1NC(C)=O	6	0	9	-0.6	-13	3	2	-12
6	1	O=C(CSc1nc2[nH]ncc2c(=O)[nH]1)NCc1ccccc1Cl	2	-2	2	-0.4	-1	-3	4	0
0	4	Cc1noc(C)c1S(=O)(=O)N1CCC(C(=O)N(C)Cc2ccccc2)CC1	1	-1	6	0.6	10	5	-6	-3
-5	1	Cc1ccc(OCC(=O)NNC(=O)Nc2ccc(Cl)cc2)c(Br)c1	-5	-1	6	-0.1	0	-1	3	-5
9	7	Cc1ccc(C(=O)N2CC(=O)Nc3ccc(F)cc3C2c2ccc(F)cc2)cc1[N+](=O)[O-] (configuration not stated)	10	0	0	0.8	1	0	-3	3
7	1	Brc1ccc(CN2CCSCC2)cc1	-31	0	-7	0.4	-6	0	0	-7
-2	5	CN(C)CCCNC(=S)Nc1ccc(Oc2ccccc2)cc1	5	0	6	-0.6	5	5	9	0
-1	3	COC(=O)c1nn(-c2cccc(Cl)c2)ccc1=O	-10	-2	-1	-0.4	-12	3	1	-4
-7	1	COC(=O)[C@@]12C[C@@H](CC(=O)NCCCN3CCCC3=O)C(=O)N(Cc3ccc4c(c3)OCO4)C1=CCC(C)(C)C2	-1	-2	9	-0.3	22	4	-6	-1
-2	-298	CCN1CCN(C(=O)c2cnn3c(C(F)F)cc(-c4ccc(C)cc4)nc23)CC1	-129	-36	5	13*	-2	-2	-6	-2
2	1	Cc1ccc2cc(CN(CCN3CCCC3)C(=O)Nc3ccccc3)c(=O)[nH]c2c1C	-16	-3	-11	-1.0	0	1	-2	-15
-5	0	CC(Sc1nnc(C2CC2)n1C1CC1)C(=O)c1ccc(F)cc1 (configuration not stated)	-4	2	-15	0.0	4	-6	-2	-1
-5	0	CCC(=O)N1N=C(c2ccc(NS(=O)(=O)c3ccccc3)cc2)CC1c1ccco1 (configuration not stated)	-28	2	14	-3.1	9	-2	1	12
-8	-7	CC1(C)NC(=O)N(CC(O)COc2ccc(-c3ccc(C#N)cc3)cc2)C1=O (configuration not stated)	-59	-13	4	-0.3	2	0	4	-11
3	0	O=C(NC1CCSc2ccccc21)c1cccc([N+](=O)[O-])c1 (configuration not stated)	-3	0	8	-0.1	-6	2	7	-11
2	2	CCOc1ccc(-n2c(SCC(=O)Nc3cc(C)on3)nc3c([nH]c4ccccc43)c2=O)cc1	-12	0	-4	-0.2	1	-2	1	10
-2	4	CC1(C(=O)NCCOc2ccccc2Cl)CC1(Cl)Cl (configuration not stated)	10	1	-1	0.3	7	4	-1	4
-11	2	CC(CC(=O)c1ccccc1)=NCC(O)CN=C(C)CC(=O)c1ccccc1 (configuration not stated)	0	2	-15	-0.4	-6	3	6	7
-2	4	CCN(CC(=O)NCc1ccc(Cl)cc1)C(=O)c1cccc(S(=O)(=O)Nc2ccc(OC)cc2)c1	5	-3	-6	0.1	19	7	-5	21
-1	-36	N#CC1=C2N=C(N)c3ccccc3N2C2=C(C(=O)CCC2)C1c1cccc(Cl)c1 (configuration not stated)	-13	-2	-2	-0.3	3	5	5	-3
1	-3	Cc1ccccc1C(=O)NC(C)C1CC2CCC1C2 (configuration not stated)	-3	-6	0	-0.3	-8	0	4	1
2	0	O=C(Cc1cccc(NC(=O)C2CCN(C(=O)c3ccccc3)CC2)c1)Nc1cccc(C(=O)N2CCOCC2)c1	-3	-3	1	0.0	-5	2	0	-4
1	-2	Cc1cc(C(=O)N/N=C/c2cc([N+](=O)[O-])ccc2O)c2ccccc2n1	-3	4	-12	-0.4	7	-6	3	-3
-2	2	CC(NC(=O)Cn1cnnn1)C12CC3CC(CC(C3)C1)C2 (configuration not stated)	-4	-3	-2	-0.5	5	4	0	8
1	2	CCN(CC(=O)NC(C)C)C(=O)[C@@H](NC(=O)c1ccco1)C(C)C	-4	-11	-9	-0.5	9	2	-8	2
-1	15*	Cc1occc1C(=O)N/N=C/c1ccc(OCc2ccccc2)cc1	21*	1	-22	-1.1	6	3	-4	6
-6	0	COc1ccc([N+](=O)[O-])cc1NC(=O)Cc1c(Cl)cccc1Cl	8	0	-2	0.1	8	3	1	4
-4	-18	COc1ccccc1/C=C/C(=O)c1cc(Br)ccc1OC(=O)c1ccco1	12	6	-4	-2.5	9	0	5	7
4	-2	CN(C(=O)CN1CCC(NC(=O)c2ccccc2Br)CC1)C1CCCCC1	-5	0	9	0.3	-5	0	-6	-4
-1	-42	Cc1cc(C(=O)N/N=C/c2sc(N3CCOCC3)nc2-c2ccccc2)c(C)o1	-41	-11	-1	-1.8	-8	-3	-4	-10
5	3	CCNc1c(NC(=O)c2cccs2)c(=O)oc2ccccc12	0	-2	5	0.3	-6	-2	-3	13

Sorted by SMILES length (lowest first): 3 of the compounds above
DDE Tn7 FP inh	PLCg1 inh	smiles	ADAM10 inh	ADAM17 inh	TDP2 inh	proKLK7 act	ARFGAP1 inh	LEDGF integ inh	DDE Tn6 FP inh	ASAP1 inh
1	2	CCN(CC(=O)NC(C)C)C(=O)[C@@H](NC(=O)c1ccco1)C(C)C	-4	-11	-9	-0.5	9	2	-8	2
-1	-42	Cc1cc(C(=O)N/N=C/c2sc(N3CCOCC3)nc2-c2ccccc2)c(C)o1	-41	-11	-1	-1.8	-8	-3	-4	-10
-1	-36	N#CC1=C2N=C(N)c3ccccc3N2C2=C(C(=O)CCC2)C1c1cccc(Cl)c1 (configuration not stated)	-13	-2	-2	-0.3	3	5	5	-3
